procasp3 activ – activators of human procaspase-3 D3A mutant, primary screen, biochemical, absorbance, PC-3 D3A mutant, single concentration. Caspase-3 (Homo sapiens), P42574. recombinant procaspase-3 D3A, Ac-DEVD-pNA absorbance 405 nm. activation, % at 8.5 µM. actives 0.11% (n = 330,000);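 active = activation above the mean of all tested compounds plus 3 SD, cut at about 21% in these data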;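 also: 0% = DMSO alone and 100% = DMSO wells spiked with extra 5 µM PC-3 D3A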
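Test system: Procaspase-3 D3A mutant; medium: Zinc-free HEPES/NaCl buffer with 0.01% Triton X-100 at pH 7.4; reagent: DEVD-pNA substrate; doses: one concentration, 8.5 µM nominal, 0.8% DMSO; times: 1 h preincubation plus 2 h reaction at 25 °C; signal: Epi-absorbance at 405 nm of released p-nitroaniline, 0 and 120 min; replicates: singlicate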
HCV core dimer – inhibitors of HCV core protein dimerization, primary screen, biochemical, TR-FRET, high-throughput; TR-FRET GST/Flag-core106 dimerization, 1536-well; inhibition, % at 5 µM; actives 0.33% (n = 300,000); AID 1899, 2009;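 active = inhibition above the mean of all tested compounds plus 3 SD, set per screening campaign, cut at about 45% in these data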
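Assay system: Tagged HCV core106 pair (GST and Flag) | Buffer or medium: KF-containing HEPES buffer, pH 7.45, DTT, CHAPS, BSA | Also added: Eu donor and XL665 acceptor anti-tag antibodies | Dosing: One concentration, 5 µM, in 0.5% DMSO | Timing: 4 h at 22.5 °C | Technique: TR-FRET 671 and 617 nm emission | Repeats: Singlicate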
CTSL1 counter – Fasciola hepatica cathepsin L1 inhibitors, primary screen, counter-screen for PFM18AAP inhibitor project, biochemical, QFRET, fluorogenic peptide substrate | recombinant F. hepatica cathepsin L1, Z-Leu-Arg-MCA fluorescence | inhibition, % at 5.96 µM | actives 0.49% (n = 300,000);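 active = inhibition above the mean of all tested compounds plus 3 SD, set per screening campaign, cut at about 17% in these data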;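 also: 0% = plate median of test compound wells and 100% = 1 µM Z-Phe-Ala-diazomethylketone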
PP1 inh – PP1-alpha phosphatase inhibitors, primary screen, counter-screen for PP5 inhibitor project, biochemical, fluorescence, OMFP substrate, single point. Serine/threonine-protein phosphatase PP1-alpha catalytic subunit (Homo sapiens), P62136. purified PP1alpha. inhibition, % at 6.7 µM. actives 0.9% (n = 320,000);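 active = inhibition above the mean inhibition of all tested compounds plus 3 SD, computed separately for each screening campaign, cut at about 15% in these data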
Target sequence (P62136 whole entry, looked up): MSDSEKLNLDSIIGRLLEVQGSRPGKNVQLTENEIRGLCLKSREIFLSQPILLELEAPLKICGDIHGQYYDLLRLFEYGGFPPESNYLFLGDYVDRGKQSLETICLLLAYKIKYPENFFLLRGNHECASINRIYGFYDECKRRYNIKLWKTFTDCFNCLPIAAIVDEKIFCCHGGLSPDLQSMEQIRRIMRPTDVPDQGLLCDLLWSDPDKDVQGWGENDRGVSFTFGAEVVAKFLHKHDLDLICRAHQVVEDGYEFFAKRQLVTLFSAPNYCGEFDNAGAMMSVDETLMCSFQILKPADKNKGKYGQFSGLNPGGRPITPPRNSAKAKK
GRK2 aptamer HTS – compounds blocking aptamer binding on GRK2 – biochemical, human GRK2, bead flow cytometry, HTS, primary screen. FAM-aptamer displacement from GRK2. inhibition of aptamer binding, % at 10 µM. actives 0.59% (n = 330,000). AID 488847, 2010;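 active = inhibition of aptamer binding above 40%, roughly 3 SD of noise, on plates passing a quality check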;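 also: median bead fluorescence of bound FAM aptamer so fluorescent compounds give negative values; no value below 0 was filed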
PP5 primary – PP5 phosphatase inhibitors, primary screen, biochemical, fluorescence | inhibition, % at 6.7 µM | purified PP5c, OMFP substrate fluorescence | Serine/threonine-protein phosphatase 5 (Homo sapiens), P53041 | actives 0.18% (n = 320,000);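 active = inhibition above the campaign's mean inhibition across all tested compounds plus 3 SD, cut at about 9.5% in these data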;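 also: 0% = DMSO only and 100% = 100 µM cantharidin control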
Target sequence (P53041 whole entry, looked up): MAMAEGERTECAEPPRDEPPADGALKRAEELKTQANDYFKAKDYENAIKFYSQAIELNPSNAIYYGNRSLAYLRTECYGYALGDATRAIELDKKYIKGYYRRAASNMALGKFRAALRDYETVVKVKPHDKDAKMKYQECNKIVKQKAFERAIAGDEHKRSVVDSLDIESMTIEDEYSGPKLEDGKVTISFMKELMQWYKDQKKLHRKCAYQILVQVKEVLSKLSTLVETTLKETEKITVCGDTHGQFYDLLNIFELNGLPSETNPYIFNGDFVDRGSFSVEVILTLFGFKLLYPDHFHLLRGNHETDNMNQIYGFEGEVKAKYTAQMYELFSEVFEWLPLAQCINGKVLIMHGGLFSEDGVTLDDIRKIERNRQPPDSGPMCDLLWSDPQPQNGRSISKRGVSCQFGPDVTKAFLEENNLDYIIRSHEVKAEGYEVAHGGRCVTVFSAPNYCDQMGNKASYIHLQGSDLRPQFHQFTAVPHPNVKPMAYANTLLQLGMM
GASC-1 inh – inhibitors of GASC-1 histone demethylase, primary screen, biochemical, fluorescence, DELFIA europium | AID 2099, 2009 | GST-JMJD2C(1-420) H3K9me3 demethylation | actives 0.069% (n = 330,000) | inhibition, % at 2.35 µM;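 active = more than half of a compound's replicate wells show inhibition beyond 50%, single wells judged on their own value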;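 also: signal counts dimethyl H3K9 product captured on neutravidin plate; 0% = median of DMSO wells and 100% = 0.3 times that DMSO median; strong numbers were not always called active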
proCasp7 act – procaspase-7 activators, primary screen, counter-screen for procaspase-3 activator project, biochemical, absorbance, HTS, human. recombinant procaspase-7, Ac-DEVD-pNA absorbance 405 nm; D23A/D198A/D206A triple mutant, cannot self-cleave; scale: DMSO 0, 5 µM enzyme 100. activation, % at 8.5 µM. actives 0.093% (n = 330,000). AID 463210, 2010;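 active = percent activation above the screen-wide mean plus 3 SD, cut at about 25% in these data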
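Material: Procaspase-7 triple mutant (PC-7 D3A) | Quantity: 2 µM procaspase-7 mutant as dispensed | Reagent: DEVD-pNA substrate | Times: 1 h preincubation, 2 h reaction | Technique: 405 nm absorbance of p-nitroaniline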
VLA-4 inh – inhibition in human VLA-4 binding assay, primary screen, VLA-4 allosteric modulator project, MLPCN library, flow cytometry, VLA-4 expressing cells | Integrin alpha-4 (Homo sapiens), P13612 | ligand binding flow cytometry | inhibition, % (about 7 µM as worked out from the volumes in the protocol) | actives 0.2% (n = 330,000) | AID 2557, 2010; in the data active = inhibition above about 50%
* hit, by the source's call; / = no result given.

SMILES	procasp3 activ	HCV core dimer	CTSL1 counter	PP1 inh	GRK2 aptamer HTS	PP5 primary	GASC-1 inh	proCasp7 act	VLA-4 inh
CCOC(=O)c1cnc2ccc(F)cc2c1Nc1ccc2c(c1)OCCO2	4.9	5.3	0.5	0.6	1.0	1.1	-6.3	10.6	-8.9
O=C(COC(=O)C1COc2ccccc2O1)Nc1cccc(S(=O)(=O)N2CCCCC2)c1 (centres undefined)	0.8	1.5	-7.7	-0.8	0.0	4.3	-8.9	-2.0	5.1
COCCn1c(SCC(=O)NCCc2ccccc2)nnc1-c1ccco1	-1.3	2.8	3.2	-4.0	3.0	-1.4	-8.7	-6.3	-1.6
OCC[C@@H]1C[C@@H](O)[C@H](O)[C@]2(CCCCO2)O1	4.3	10.2	-3.9	1.0	/	-0.5	7.8	-4.5	/
CCCCN1C(=O)C(=O)N(CC(=O)c2ccc[nH]2)C1=O	-0.5	2.5	-4.0	-9.7	0.0	-2.6	4.0	3.8	-2.6
OC(c1ccc(OCc2ccccc2)cc1)c1nnc(-c2ccccc2)o1 (centres undefined)	1.4	3.5	5.9	1.3	5.0	3.0	1.6	-2.2	6.2
COc1cccc(CN(C(=O)COc2ccc(Cl)cc2)C2CCS(=O)(=O)C2)c1 (centres undefined)	0.7	-2.5	2.1	0.3	2.0	-0.9	14.2	11.7	10.2
Cc1cc(C(=O)NCC(=O)OC(C)C(=O)N2CCOCC2)ccc1[N+](=O)[O-] (centres undefined)	-0.9	/	/	-2.8	1.0	-0.7	-2.2	-5.3	6.2
Cc1cccn2c(=O)c(/C=N/O)c(NCc3ccccc3)nc12	-7.6	5.5	-0.9	-1.0	2.0	0.5	13.0	-4.2	-8.6
O=C(c1ccc(NC(=S)Nc2ccc(Cl)c(Cl)c2)cc1)N1CCCC1	-11.7	-2.5	3.8	-0.2	0.0	1.8	-13.8	-15.7	17.9
COc1ccc(NC(=S)N(Cc2cccnc2)Cc2cc3cc(OC)c(OC)cc3[nH]c2=O)cc1	-3.4	-2.6	-1.0	-0.5	2.0	0.5	3.7	-13.6	11.8
CCOC(=O)C(=O)NC12CC3CC(CC(C3)C1)C2	7.8	2.0	-3.4	-4.8	0.0	2.0	-2.0	2.5	17.1
COc1ccccc1C(=O)NCCCNC(=O)c1cnccn1	-0.4	10.8	1.1	0.6	0.0	1.6	1.8	10.1	20.9
CCOC(=O)C1=C(c2ccccc2)OC(N)=C(C#N)C1c1ccco1 (centres undefined)	-1.4	-0.7	-1.4	-4.8	0.0	1.6	-5.3	0.2	1.1
COC(=O)c1c(C)nc(C)c(C(=O)OC)c1-c1ccc(OC)cc1	6.1	-2.6	0.2	-6.6	1.0	2.7	17.8	-2.6	10.6
O=C(COC(=O)c1ccccc1Cl)Nc1nccs1	1.9	4.0	-3.3	1.4	3.0	0.7	-7.3	6.7	-9.6
CC1CCCCN1C(=O)CCC(=O)Nc1nnc(C(F)(F)F)s1 (centres undefined)	-3.8	3.4	-3.0	0.2	1.0	-2.3	1.5	11.8	7.5
C=CCn1c(COc2ccccc2F)nnc1SCC(=O)Nc1cc(C)on1	2.2	4.5	3.5	-2.3	3.0	-0.3	-3.0	-6.9	-4.5
Cc1nc(C)c(C(=O)Nc2ccc(C)c(F)c2)o1	3.7	8.5	-1.3	-3.2	2.0	1.9	0.4	5.1	-6.0
COc1ccc(C2(C(=O)NCc3ccco3)CCCC2)cc1OC	6.5	-5.6	-0.8	-0.3	0.0	2.2	7.7	-3.7	-9.9

Rewritten with bars between the fields: part of the list above.
molecule | procasp3 activ | HCV core dimer | CTSL1 counter | PP1 inh | GRK2 aptamer HTS | PP5 primary | GASC-1 inh | proCasp7 act | VLA-4 inh
O=C(COC(=O)C1COc2ccccc2O1)Nc1cccc(S(=O)(=O)N2CCCCC2)c1 (centres undefined) | 0.8 | 1.5 | -7.7 | -0.8 | 0.0 | 4.3 | -8.9 | -2.0 | 5.1
COc1ccc(C2(C(=O)NCc3ccco3)CCCC2)cc1OC | 6.5 | -5.6 | -0.8 | -0.3 | 0.0 | 2.2 | 7.7 | -3.7 | -9.9

Continuation:
SMILES	procasp3 activ	HCV core dimer	CTSL1 counter	PP1 inh	GRK2 aptamer HTS	PP5 primary	GASC-1 inh	proCasp7 act	VLA-4 inh
CCN1CCCC(NC(=O)c2scc3c2CCCC3)C1 (centres undefined)	0.5	-18.1	-3.7	-2.7	1.0	1.7	11.3	-8.8	4.4
COC(=O)c1ccc(NC(=S)N2CCN(Cc3ccccc3Cl)CC2)cc1	-6.9	-1.6	4.2	-3.9	2.0	1.2	-33.9	-15.4	10.1
CC(NC(=O)c1ccco1)c1nc(-c2ccccc2Cl)no1 (centres undefined)	-3.6	-18.1	7.6	-1.6	0.0	-10.3	5.1	-4.2	-3.8
Cc1onc(C(=O)NN)c1-c1csc(COc2ccc(Cl)cc2)n1	0.4	-1.1	0.7	-3.2	0.0	2.7	/	2.5	2.5
O=C(CC(c1ccco1)S(=O)(=O)c1ccccc1)c1ccccc1 (centres undefined)	-4.6	-4.0	4.0	-3.9	5.0	-1.9	-0.5	-3.3	14.1
FC(F)(F)c1ccc(-n2cnc3ccccc32)nc1	4.7	1.5	-0.9	1.5	7.0	5.6	-3.0	-4.6	10.8
Cc1ccc2c(c1)c(C)c(C)n2CC(O)CN1CCOCC1 (centres undefined)	-1.2	-7.0	-1.4	-1.5	0.0	2.5	-0.4	6.2	-27.4
CCOC(=O)CN(C(=O)CSc1nnc(CNc2ccc(F)cc2)n1CC)c1ccc(F)cc1	2.8	-10.0	-0.5	-4.4	0.0	1.7	2.9	-5.1	9.3
Cc1nn(Cc2ccc([N+](=O)[O-])cc2)c(=O)n1-c1ccccc1Cl	3.6	-5.0	6.3	-9.3	2.0	3.0	2.3	-8.3	1.5
CC(=NCc1ccco1)c1c(O)n(C2CCCCC2)c(=O)[nH]c1=O	6.6	12.1	2.7	1.1	0.0	2.5	4.9	6.7	15.6
COc1ccc(C)cc1N1CC(C(=O)Nc2ccccc2C(=O)NC2CC2)CC1=O (centres undefined)	-1.2	/	/	-0.9	0.0	1.3	4.0	-2.3	-5.7
Cc1csc(Nc2nc(N)c(C(=O)Nc3ccccc3)o2)n1	2.5	-15.2	-1.9	-2.8	0.0	-0.7	-13.2	-10.5	8.8
Cc1ccc2nc(SCC(=O)NCc3ccccc3Cl)nc(=O)n2c1	3.6	-0.7	0.5	-3.7	2.0	-2.0	3.7	-1.0	7.6
O=[N+]([O-])c1ccc(O)c(/C=N/Nc2nc3ccccc3[nH]2)c1	-2.3	-32.0	7.2	13.4	0.0	-0.2	5.3	-17.3	11.4
COC(=O)CC(=O)CSc1nc(C)cc(C)c1C#N	-11.1	1.4	3.6	-0.9	1.0	0.9	3.7	-11.2	-1.9
Cc1ccccc1NC(=O)c1cccc(S(=O)(=O)Oc2ccc([N+](=O)[O-])cc2)c1	2.6	-0.2	5.7	-4.9	0.0	0.6	0.3	11.2	11.3
CCOC(=O)c1c(NC(=O)COc2ccccc2F)sc2c1CC(C)(C)NC2(C)C	5.9	-5.4	-4.8	1.1	0.0	-0.4	2.3	-0.8	47.5
Cc1nc2ccccc2c(=O)n1NC(=O)/C=C/c1ccccc1Cl	8.9	-4.8	0.2	3.0	1.0	-0.2	-2.2	-0.4	7.1
O=C(NCCCN1CCOCC1)C(=O)N/N=C/c1ccccc1	5.3	-6.3	0.4	3.6	10.0	4.4	-9.2	3.0	-8.7
CC(C)(C)Cc1nnc(NC(=O)c2cc(-c3ccccc3)nc3ccccc23)s1	4.4	28.6	-0.1	1.9	0.0	-1.9	13.1	12.8	7.7
O=[N+]([O-])c1ccc(N2CCN(c3ccc(Cl)nn3)CC2)c(Cl)c1	-5.2	8.2	5.5	-1.0	0.0	-0.9	-14.1	5.8	0.8
Cc1nn(-c2ccc(F)cc2)c(Cl)c1C(=O)OC(C)C(=O)N(C)C1CCCCC1 (centres undefined)	4.5	/	/	-1.0	0.0	1.9	-2.3	-4.7	-4.1
COC(=O)c1cnn(-c2ccc(F)cc2F)c1/C=N/NC(N)=S	4.9	0.9	4.0	-2.7	0.0	-0.1	-1.6	7.0	8.1
CCC(c1nnc(SCC(=O)N2CCOCC2)n1C1CCCCC1)N(C)C (centres undefined)	-1.0	-0.1	-1.1	-0.9	4.0	-3.9	11.7	-2.2	-1.7
COc1ccc(C2C3=C(CC(C)(C)CC3=O)N(CC(=O)O)C3=C2C(=O)CC(C)(C)C3)cc1OC	2.7	-9.0	19.6*	-0.1	7.0	-0.7	-1.8	-0.2	-10.0
NS(=O)(=O)c1ccc(N/N=C/c2ccncc2)cc1	2.5	-4.7	6.3	-4.0	5.0	-0.2	-8.4	8.3	10.4
C=CCN(c1ccccc1)S(=O)(=O)c1cccc(C(=O)O)c1	6.2	0.6	1.3	-2.4	0.0	-3.0	-6.7	12.9	8.7
O=C(CC1C(=O)NCCN1Cc1cccc(C(F)(F)F)c1)NC1CCCCCC1 (centres undefined)	1.8	8.8	4.6	-0.4	0.0	2.5	-1.9	-6.6	-1.9
c1cc2[nH]snc2c2nc(C3CC3)nc12	-4.2	5.0	-0.5	3.5	4.0	0.1	1.3	8.1	35.3
Cc1ccccc1NC(=O)c1sc2nc3c(c(-c4ccco4)c2c1N)CCCC3	0.5	5.6	1.7	1.9	1.0	1.9	0.0	-8.2	0.0
COc1ccccc1C(=O)Nc1cccc(N(C)S(C)(=O)=O)c1	8.8	-4.4	1.1	-0.6	1.0	0.4	0.0	-1.0	7.3
O=C(COC(=O)c1cc(Cl)ccc1O)NCC1CCCO1 (centres undefined)	-1.8	0.8	0.3	-2.4	0.0	-1.5	-7.4	13.5	-2.9
O=C(CSc1nc(Nc2ccccc2)nc(N2CCOCC2)n1)N1CCc2ccccc21	1.1	13.8	-2.8	-3.9	0.0	3.7	3.5	-1.7	9.5
O=C(COc1ccc(F)cc1)Nc1ccc(-n2cnnn2)cc1	-6.7	-7.8	-2.2	-0.6	0.0	2.8	0.6	11.0	-3.4
Cc1ccc2nc(-c3ccccn3)oc2c1	2.1	-4.4	-2.9	-3.3	1.0	1.3	4.9	1.2	13.9
CCc1ccc(NC(=O)Nc2cnccn2)cc1	-1.9	-6.5	-2.1	-1.2	3.0	2.7	-43.3	9.8	-14.1

Assay outcomes (PubChem)

Rows were taken by chance (roughly 2.6% active in at least one column).
